# aSyn UTR inh = 5' untranslated region of α-synuclein, MLPCN primary screen; alpha-synuclein 5'UTR reporter, inhibitor activity; inhibition, % (tested at 7.5 µM); 300,000 compounds, 0.82% hits; AID 1813; in the data active = inhibition above about 60%;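 also: H4 neuroglioblastoma cells stably carrying SNCA 5'UTR luciferase fusion; 0% = DMSO wells and 100% = positive control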
# IEC-6 tox = counter-screen for KLF5 inhibitors: cytotoxicity in IEC-6 cells; IEC-6 cytotoxicity, luminescence viability; inhibition, % at 5 µM; 290,000 compounds, 0.78% hits; AID 1825; in the data active = inhibition above about 22%;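 also: 0% = plate median of test compound wells and 100% = cytotoxic reference compound wells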
# TRPC4 PAM = allosterically enhances the mouse TRPC4 cation channel; HEK293 TRPC4beta/mu-opioid, DAMGO EC20, Fluo-4 Ca2+ flux; active compounds read high; B-score at 10 µM; 310,000 compounds, 0.42% hits;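 active = B-score of calcium response area above 5 SD of library B-scores, with initial fluorescence ratio within 5 SD of library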;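 also: B-score of integrated fluorescence ratio over time as area under calcium response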
# TRPC6 activator = activates the mouse TRPC6 cation channel | Q61143 | B-score at 10 µM | 310,000 compounds, 0.13% hits | AID 2550 | HEK293-TRPC6 membrane potential dye fluorescence; active compounds read high;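 active = B-score of the integrated fluorescence ratio above library mean plus 3 SD, and starting fluorescence ratio within library mean plus 5 SD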;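 also: higher score means more depolarization so channel activation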
# Target sequence (Q61143 whole entry, looked up): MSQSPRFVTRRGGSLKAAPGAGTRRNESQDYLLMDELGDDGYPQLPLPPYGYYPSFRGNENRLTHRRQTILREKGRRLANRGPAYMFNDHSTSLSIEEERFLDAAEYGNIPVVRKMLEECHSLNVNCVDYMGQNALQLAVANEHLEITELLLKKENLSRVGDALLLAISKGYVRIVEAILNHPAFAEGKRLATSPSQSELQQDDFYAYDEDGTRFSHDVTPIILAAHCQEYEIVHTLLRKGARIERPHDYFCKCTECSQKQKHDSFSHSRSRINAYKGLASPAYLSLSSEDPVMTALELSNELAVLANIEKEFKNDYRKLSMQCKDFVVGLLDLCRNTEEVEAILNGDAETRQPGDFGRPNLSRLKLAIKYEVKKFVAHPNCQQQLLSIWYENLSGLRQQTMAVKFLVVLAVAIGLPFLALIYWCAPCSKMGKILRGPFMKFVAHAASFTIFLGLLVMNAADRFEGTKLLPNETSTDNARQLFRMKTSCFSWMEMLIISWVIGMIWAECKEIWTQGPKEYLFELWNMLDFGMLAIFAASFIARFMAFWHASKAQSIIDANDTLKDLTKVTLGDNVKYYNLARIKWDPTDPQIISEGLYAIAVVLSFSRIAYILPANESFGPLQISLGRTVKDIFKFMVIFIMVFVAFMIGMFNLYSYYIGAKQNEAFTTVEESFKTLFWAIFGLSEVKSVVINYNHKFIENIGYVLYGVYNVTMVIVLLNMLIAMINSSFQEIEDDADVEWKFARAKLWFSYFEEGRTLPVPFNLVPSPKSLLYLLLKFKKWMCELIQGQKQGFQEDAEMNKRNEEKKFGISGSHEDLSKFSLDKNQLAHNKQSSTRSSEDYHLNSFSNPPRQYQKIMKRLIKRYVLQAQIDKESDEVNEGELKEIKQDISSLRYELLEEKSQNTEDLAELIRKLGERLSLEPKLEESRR
# KLF5 inhibitor = suppresses KLF5 promoter-driven expression. DLD-1 KLF5 promoter-luciferase reporter, luminescence. inhibition, % at 5 µM. 290,000 compounds, 0.23% hits. AID 1700;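 active = inhibition above a per-plate limit of that plate's mean compound inhibition plus 3 SD, cut at about 60% in these data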;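 also: 0% = DMSO wells and 100% = LY294002 at 200 µM; higher means less KLF5 promoter-driven luciferase light; inactives centre near -14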
# TRPC4 agonist = TRPC4 (mouse) channel activation; Q9QUQ5; HEK293 TRPC4beta/mu-opioid, Fluo4 calcium fluorescence; active compounds read high; B-score at 10 µM; 310,000 compounds, 0.49% hits; AID 2237;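 active = B-score above 5 SD of library B-scores, and initial fluorescence ratio not above library mean plus 5 SD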;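 also: positive B-score marks a calcium rise read as TRPC4 activation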
#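 Assay system: HEK293 cells stably co-expressing mouse TRPC4beta and mu-opioid receptor / Timing: Fluo4 dye loading 45 min at room temperature, 110 s recording / Signal: Fluo4 calcium-sensitive dye fluorescence, kinetic, 1 Hz baseline / Read-out: integrated baseline-normalised fluorescence ratio, converted to per-well B score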
# TRPC4 inh = TRPC4 (mouse) channel inhibition. Q9QUQ5. HEK293 TRPC4beta/mu-opioid, DAMGO-evoked Fluo4 calcium flux; active compounds read low. B-score at 10 µM. 300,000 compounds, 0.39% hits;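 active = B-score over 3 SD under the library average, no early fluorescence shift, positive overall ratio signal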
#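 Assay system: TRPC4beta/mu-opioid receptor HEK293 cell line; compound dosing: single concentration per test compound; detection: Fluo4 Ca2+ flux fluorescence; evaluation: per-well B score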
# TRPC6 inhibitor = inhibitors of mouse TRPC6 channel. Q61143. HEK293-TRPC6, membrane potential dye, ACh-evoked depolarization; active compounds read low. B-score at 10 µM. 310,000 compounds, 1.1% hits;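 active = B-score under library mean minus 3 SD, initial fluorescence not abnormally high, positive integrated signal ratio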;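 also: B-score derived from integrated fluorescence ratio over the kinetic read; more negative B-score means stronger inhibition of depolarization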
# SKKanGAS inh = blocks kanamycin growth of S. pyogenes SKKanGAS strain. 300,000 compounds, 1.3% hits. AID 1662. BacTiter-Glo, 6 h. inhibition, % at 7.5 µM;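 active = mean replicate score, as percent of positive control median, at least 50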;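 also: strain carries kanamycin resistance gene driven by streptokinase promoter and grows in 40 µg/ml kanamycin; loss of luminescence reflects streptokinase promoter inhibition or plain growth inhibition; 0% = median of DMSO wells and 100% = positive control at its reference dose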
# MrgX1 antag = blocks BAM8-22 activation of human MrgX1 receptor. MRGX1-HEK293 calcium flux, Fluo-4, BAM8-22 antagonism; active compounds read low. B-score at 10 µM. 310,000 compounds, 1.3% hits;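 active = calcium-response B-score plate-corrected more than 3 library SD below zero, starting fluorescence within 5 deviations, no agonist response on first addition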;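 also: peak minus trough fluorescence over baseline after final BAM8-22 challenge near maximal dose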
# HIF act = HIF pathway transcriptional activation. U2OS HRE-luciferase reporter, luminescence; normalized: DMSO 0%, desferrioxamine 100%. AID 1910. 300,000 compounds, 0.32% hits. activation, % at 7.5 µM (by protocol);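 active = mean activation of at least 10% of the iron chelator positive control signal, with at least half of replicates also reaching 10%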
# * hit, by the source's call; i = inactive; · = no result given. An unsorted share of the library; about 5.8% have a hit in one of these screens.
SMILES,aSyn UTR inh,IEC-6 tox,TRPC4 PAM,TRPC6 activator,KLF5 inhibitor,TRPC4 agonist,TRPC4 inh,TRPC6 inhibitor,SKKanGAS inh,MrgX1 antag,HIF act
COc1ccc(C2/C(=C(/O)c3ccccc3)C(=O)C(=O)N2C)cc1 (stereo not drawn),8,3,i,i,-10,i,i,i,-3,i,0.2
Nc1c(C(=O)NCCc2ccccc2)sc2nc(N3CCOCC3)c3c(c12)CCCC3,34,1,i,i,-20,i,i,i,5,i,-0.2
O=C(Nc1ccc(F)cc1)N(CCCN1CCOCC1)Cc1cc2cc3c(cc2[nH]c1=O)OCCO3,-41,11,i,i,21,i,i,i,5,i,0.9
Brc1ccc(OCc2ccccc2)c(CNCC2CCCO2)c1 (stereo not drawn),-12,-1,i,i,-17,i,-6*,i,-10,i,-0.7
Cc1cccc(Nc2nc(-c3ccccc3)cs2)n1,-106,6,i,i,-212,i,i,i,14,i,1.7
O=C(CNS(=O)(=O)c1cccs1)N1CCN(c2ccccc2F)CC1,-54,6,i,i,-34,i,i,i,-10,i,0.6
CN(CC(=O)NCC1CCCCC1)S(=O)(=O)c1ccc(Cl)cc1,-8,-2,i,i,9,i,i,i,0,i,-0.1
COc1ccc(/C=C(\NC(=O)c2ccccc2)C(=O)NCCN2CCOCC2)cc1,20,5,i,i,-9,i,i,i,-1,i,0.2
COc1ccc(NC(=O)Cc2ccc(-c3ccccc3)cc2)cn1,-13,40*,i,i,-14,i,i,i,1,i,1.9
COC(=O)c1sc(NC(=O)c2ccco2)c(C#N)c1C,-15,-1,i,i,-10,i,i,i,1,i,-0.2
Cc1c(OCC(=O)N2CCC(C(=O)O)CC2)ccc2c1oc(=O)c1ccccc12,16,4,i,i,-28,i,i,i,7,i,0.5
O=C(/C=C/c1ccc(O)cc1)c1ccccc1,-118,-3,i,i,-111,i,i,i,33,i,4.1
Cc1ccc(NC(=O)n2ncc3c(C)cccc32)cc1F,-71,6,i,i,83*,i,i,i,18,i,4.5
COc1cc(/C=C2\NC(=S)N(C)C2=O)ccc1OCc1ccccc1F,27,-5,i,i,-10,i,i,i,5,i,1.5
CCCC1C2C(=O)N(c3cccc(C)c3)C(=O)C2ON1c1ccccc1 (stereo not drawn),-2,-10,i,i,-8,i,i,i,0,i,-0.3
COc1ccc(CCNC(=O)C(=O)NCC2OCCN2S(=O)(=O)c2cccs2)cc1OC (stereo not drawn),15,-4,i,i,-14,i,i,i,-1,i,-0.2
COc1ccc(NC(=O)c2oc3ccccc3c2CSC)cn1,-18,-1,i,i,-25,i,i,i,5,·,1.0
COc1ccc(C(C)(C)NC(=O)C2CCC(=O)N(C3CC3)C2)cc1OC (stereo not drawn),13,9,i,i,-14,i,i,i,-6,i,0.0
Cc1cc(S(=O)(=O)NCc2cccs2)ccc1-n1cnnn1,-5,4,i,i,6,i,i,i,-2,i,0.0
COc1ccc(S(=O)(=O)Nc2ccccc2C)cc1C(=O)N1CCOCC1,-2,-6,i,i,-14,i,i,i,1,i,-0.3
O=C(Cc1ccc(Br)cc1)N1CCCCCC1,-176,6,i,i,-76,i,i,i,-3,i,-0.4
CCc1nn(C(C)C(=O)NC(C)CCc2ccco2)c(=O)c2cc3occc3n12 (stereo not drawn),0,1,i,i,-20,i,i,i,-10,i,0.1
CCOC(=O)C1CCN(Cc2nc3ccccc3c(=O)n2-c2ccc(OCC)cc2)CC1,11,-3,i,i,-31,i,i,i,0,·,0.1
COc1ccc2nc(Nc3nc4cc5c(cc4s3)OCO5)sc2c1,-123,1,i,i,-29,i,i,i,84*,i,0.8
CC(c1ccco1)N(C(=O)c1cc(Cl)cc(Cl)c1)c1ccccn1 (stereo not drawn),-3,1,i,i,-11,i,i,i,-3,i,0.0
Cc1ccc(/C=C/C(=O)N2CCN(Cc3ccccc3)CC2)o1,16,6,i,i,-23,i,i,i,5,i,0.1
CC(C)CCN1C(=O)C2(OCCCO2)c2cc(Cl)ccc21,11,-4,i,i,-24,i,i,i,15,i,-5.9
O=C(CN1CCN(C(=O)c2ccco2)CC1)Nc1cccc([N+](=O)[O-])c1,12,-4,i,i,-16,i,i,i,3,i,-0.7
Cc1cc(C(=O)COC(=O)CC2Sc3ccccc3NC2=O)c(C)n1-c1cccc(C(F)(F)F)c1 (stereo not drawn),-15,-4,i,i,14,i,i,i,30,i,0.3
CCOC(=O)C1(CCc2ccccc2)CCN(C(=O)Cc2nonc2C)CC1,-78,8,i,i,-65,i,i,i,-7,i,3.9
Cc1ccc(NC(=O)N(Cc2ccco2)C(C)c2ccco2)cc1C (stereo not drawn),10,4,i,i,-4,i,i,i,6,i,0.2
CC(C)C(NS(=O)(=O)c1cccs1)C(=O)NCc1ccccc1 (stereo not drawn),4,-2,i,i,-13,i,i,i,8,i,0.1
CC(=NCCc1ccccc1)C1=C(O)CCC1=O,11,4,i,i,-1,i,i,i,-2,i,0.5
O=C(NC1CCCC1)C(c1ccc(F)cc1)N(Cc1ccccc1Cl)C(=O)CCl (stereo not drawn),-2,-2,i,i,13,i,i,i,-4,i,-0.6
COc1ccc(OS(=O)(=O)c2c(C)noc2C)cc1,7,0,i,i,4,i,i,i,9,i,-0.1
O=S(=O)(c1cccc(F)c1)N1CCN(c2ncnc3scc(-c4ccc(F)cc4)c23)CC1,41,·,i,i,·,i,i,i,6,i,-0.7
N#Cc1ccccc1OCC(=O)NC(=O)NCc1ccccc1,-11,2,i,i,-47,i,i,i,4,i,1.2
COc1ccc(Nc2nc3ccccc3s2)cc1,-159,2,i,i,-187,i,i,i,2,i,2.9
COc1ccc(C2c3ccc4ccccc4c3Oc3ncn(CCN(C)C)c(=N)c32)cc1 (stereo not drawn),-16,12,i,i,-12,i,i,-5.4*,0,i,1.5
CCn1c(=O)c2sccc2n2c(CCCC(=O)NCc3cccnc3)nnc12,-9,-11,i,i,-13,i,i,i,-1,i,-0.5
CSc1ccccc1NC(=O)C1C2CCC(C2)C1C(=O)O (stereo not drawn),-11,-1,i,i,-21,i,i,i,-5,i,0.6
CCc1nnc(NC(=O)CS(=O)(=O)Cc2ccccc2)s1,2,-12,i,i,-26,i,i,i,-3,i,0.1
CC(=O)c1ccc(N2CCN(C(=O)c3cc(-c4ccncc4)nc4ccc(Cl)cc34)CC2)cc1,-4,5,i,i,-46,i,i,i,1,i,-0.1
CCOC(=O)CCSc1nc2c(c(C(F)(F)F)c1C#N)CCC2,-6,1,i,i,-27,i,i,i,-7,i,-0.6
Cc1cccc(C(=O)OCC(=O)NNC(=O)c2cccs2)c1O,8,·,i,i,·,i,i,i,13,i,-0.2
COC(=O)C1=C(C)N(CCCC(=O)O)C(=O)NC1c1cccc(Cl)c1Cl (stereo not drawn),8,·,i,i,·,i,i,i,-2,i,-0.2
COC(=O)c1c(NC(=O)CSc2nncs2)sc2c1CCCCC2,-1,3,i,i,-59,i,i,i,-3,i,0.3
c1ccc(C[C@H]2CNCCN2CC2(c3ccccc3)CC2)cc1,7,·,i,i,·,i,i,i,3,i,0.1
O=C(Cn1cc(C(F)(F)F)ccc1=O)N/N=C/c1ccc(Cl)c(Cl)c1,6,1,i,i,-13,i,i,i,-4,i,0.4
Cc1ccc2c(c1)c1c(n2CC(O)Cn2c(C)nc3ccccc32)C(=O)CCC1 (stereo not drawn),0,-1,i,i,-15,i,i,i,-6,i,-0.1
CCOc1ccc(C(=O)NCC(=O)N2CC=C(c3ccccc3)CC2)cc1OCC,-2,·,i,i,·,i,i,i,6,i,0.2
O=C(COC(=O)c1ccccc1OCc1ccccc1Cl)NC1CC1,27,3,i,i,-52,i,i,i,6,i,-8.6
CCNc1nc(OCCNS(=O)(=O)c2cc(C)ccc2C)nc(N(C)C)n1,6,3,i,i,4,i,i,i,-10,i,0.3
O=C(CO/N=C1\CCCc2nonc21)Nc1ccc(Br)cc1,-30,-2,i,i,-14,i,i,i,4,i,0.1
CN(C)c1ccc(N=Cc2nc(-c3ccccc3)oc2O)cc1,-95,-6,i,i,-60,i,i,i,-16,i,2.6
COC(=O)c1sccc1NC(=S)N1CCC(C)CC1,0,-2,i,i,-20,i,i,i,4,i,0.4
CC(C)Oc1ccc(N2CC(C(=O)Nc3ccccn3)CC2=O)cc1 (stereo not drawn),6,-3,i,i,-43,i,i,i,-22,i,0.3
CCn1cc(C(=O)NN)c(=O)c2cc(F)c(NC3CCCCC3)cc21,20,-10,i,i,-21,i,i,i,8,·,-0.6
COc1ccc(-c2[nH]ncc2CN2CCC(N3CCSCC3)CC2)c(F)c1,-10,-3,i,i,-1,i,i,i,12,i,-0.4
COc1ccc(NC(=O)NC(C)(C(F)(F)F)C(F)(F)F)cc1,-8,0,i,i,-26,i,i,i,-6,i,0.8
O=C(O)c1ccc2c(=O)n3c(nc2c1)/C(=C/c1ccc(Cl)cc1Cl)CC3,-23,-3,i,i,-18,i,i,i,29,i,-0.1

# Seven successive entries from above, for reference:
SMILES,aSyn UTR inh,IEC-6 tox,TRPC4 PAM,TRPC6 activator,KLF5 inhibitor,TRPC4 agonist,TRPC4 inh,TRPC6 inhibitor,SKKanGAS inh,MrgX1 antag,HIF act
CN(C)c1ccc(N=Cc2nc(-c3ccccc3)oc2O)cc1,-95,-6,i,i,-60,i,i,i,-16,i,2.6
COC(=O)c1sccc1NC(=S)N1CCC(C)CC1,0,-2,i,i,-20,i,i,i,4,i,0.4
CC(C)Oc1ccc(N2CC(C(=O)Nc3ccccn3)CC2=O)cc1 (stereo not drawn),6,-3,i,i,-43,i,i,i,-22,i,0.3
CCn1cc(C(=O)NN)c(=O)c2cc(F)c(NC3CCCCC3)cc21,20,-10,i,i,-21,i,i,i,8,·,-0.6
COc1ccc(-c2[nH]ncc2CN2CCC(N3CCSCC3)CC2)c(F)c1,-10,-3,i,i,-1,i,i,i,12,i,-0.4
COc1ccc(NC(=O)NC(C)(C(F)(F)F)C(F)(F)F)cc1,-8,0,i,i,-26,i,i,i,-6,i,0.8
O=C(O)c1ccc2c(=O)n3c(nc2c1)/C(=C/c1ccc(Cl)cc1Cl)CC3,-23,-3,i,i,-18,i,i,i,29,i,-0.1
